D2 potentiator: positively modulates the human D2 dopamine receptor allosterically. AID 485347. HEK293 T-REx D2, calcium flux, EC20 dopamine potentiation. 340,000 compounds, 0.34% hits. P14416. potentiation, % at 10 µM;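 active means potentiation over 3 SD above the plate norm, cut at about 30% in these data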; further: 0% is about no effect
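Potentiation of an EC20 dopamine calcium response is measured in a force-coupled, tetracycline-inducible Hek293 Trex D2 line. Compound-only kinetic reads over 180 s flag agonists before dopamine addition.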
RXFP1 antagonist: RXFP1 (human) relaxin receptor antagonism; 350,000 compounds, 0.59% hits; activity change, negative = inhibition, % at 57.5 µM; HEK293-RXFP1, relaxin-stimulated cAMP HTRF, 30 min; stronger effect = lower value;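 active means activity change of -60% or lower, but not beyond a set lower limit; inconclusive means change between -60% and -40%, or beyond the set limit; inactive means change above -40%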; further: on the % scale 0 is the no-effect control and ±100 the full control effect
Vif-APOBEC3F blk: blocks the Vif interaction with APOBEC3F. HeLa A3F-eYFP + Vif (tagged APOBEC3F with the HIV-1 protein that degrades it), YFP fluorescence increase. Potency, µM (series often up to 46.1 µM), inactives show top-dose activity, negative = active. 390,000 compounds, 0.2% hits. AID 602313; further: potency means the concentration at half of the fitted maximal effect; % of control where 0% means no effect; nearly all actives have a fitted effect of over 65% in size
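HeLa cells stably expressing A3F-eYFP plus Vif, plated and incubated overnight at 37 deg C, then exposed to compounds overnight at 37 deg C. Blocked degradation read as raised yellow fluorescence (Ex 488/Em 500-530).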
D1 agonist: human D1 receptor agonism. P21728. HEK293 T-REx D1 cells, calcium flux, agonist mode. activation, % at 2 µM. 360,000 compounds, 1% hits. AID 504660; in the data active means activation above about 30%; further: 0% is about no effect
Target sequence (P21728 whole entry, looked up): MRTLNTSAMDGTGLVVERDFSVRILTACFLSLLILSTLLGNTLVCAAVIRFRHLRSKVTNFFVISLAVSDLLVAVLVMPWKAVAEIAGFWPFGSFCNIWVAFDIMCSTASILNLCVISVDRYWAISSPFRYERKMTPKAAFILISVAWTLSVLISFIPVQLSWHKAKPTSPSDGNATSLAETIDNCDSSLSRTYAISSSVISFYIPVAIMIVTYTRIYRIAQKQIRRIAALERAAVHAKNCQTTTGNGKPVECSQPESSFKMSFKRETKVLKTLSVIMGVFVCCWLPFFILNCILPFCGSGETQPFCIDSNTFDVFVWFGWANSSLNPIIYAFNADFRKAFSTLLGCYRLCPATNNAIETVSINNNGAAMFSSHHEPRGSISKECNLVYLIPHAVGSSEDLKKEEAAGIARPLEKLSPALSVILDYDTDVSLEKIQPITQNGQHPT
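Inducible HEK293 T-REx D1 cells, force-coupled to calcium signalling, were plated at 4000 cells/well with tetracycline and held overnight at 30 C. After no-wash calcium dye loading, compound-evoked calcium rise over 180 s flagged agonists.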
GRP78 ERSR act: ER stress response induction in glioma. U87-MG GRP78 promoter luciferase reporter, 16 h. Potency, µM, for the others: at the top dose activation, usual class: activators. 420,000 compounds, 0.02% hits; further: potency means the concentration at half of the fitted maximal effect; series mostly up to about 76 µM; % of control where 0% means no effect; nearly all actives have a fitted effect of over 35% in size
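Stably transfected U87-MG human glioma cells carrying a GRP78-based luminescent sensor were seeded at 1000 cells/well, pin-dosed with compounds and incubated 16 h. Luciferase reagent was then added, and end-point luminescence was read after 10 min at room temperature.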
D1 antagonist: blocks dopamine activation of the human D1 receptor; P21728; HEK293 TREx D1 cells, calcium flux, dopamine EC80; stronger effect = lower value; activity change, negative = inhibition, % at 10 µM; 360,000 compounds, 3.2% hits; AID 504652; in the data active means activity change below about -30%; further: on the % scale 0 is the no-effect control and ±100 the full control effect
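Tetracycline-induced HEK293 Trex D1 cells, force-coupled to calcium, dye-loaded; compounds added and read 180 s, then EC80 dopamine added and calcium flux tracked kinetically another 180 s.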
D1 potentiator: enhances dopamine response at the human D1 receptor; 360,000 compounds, 0.036% hits; HEK293 TREx D1 cells, calcium flux, dopamine EC20 potentiation; potentiation, % at 10 µM; P21728; in the data active means potentiation above about 30%; further: 0% is about no effect
Vif-APOBEC3G blk: Vif-A3G binding inhibition. Potency, µM (doses to about 46.1 µM), for the others: at the highest dose activity, negative = active, most hits filed as inhibitors. HeLa A3G-eYFP + Vif (tagged APOBEC3G with the HIV-1 protein that degrades it), YFP fluorescence, overnight. AID 602310. Q9HC16. 410,000 compounds, 0.076% hits;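 further: potency means the concentration at half of the fitted maximal effect; on the % scale 0 is the no-effect control and ±100 the full control effect; nearly all actives have a fitted effect of over 60% in size; hits raise eYFP signal because A3G escapes Vif-driven loss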
Target sequence (Q9HC16 whole entry, looked up): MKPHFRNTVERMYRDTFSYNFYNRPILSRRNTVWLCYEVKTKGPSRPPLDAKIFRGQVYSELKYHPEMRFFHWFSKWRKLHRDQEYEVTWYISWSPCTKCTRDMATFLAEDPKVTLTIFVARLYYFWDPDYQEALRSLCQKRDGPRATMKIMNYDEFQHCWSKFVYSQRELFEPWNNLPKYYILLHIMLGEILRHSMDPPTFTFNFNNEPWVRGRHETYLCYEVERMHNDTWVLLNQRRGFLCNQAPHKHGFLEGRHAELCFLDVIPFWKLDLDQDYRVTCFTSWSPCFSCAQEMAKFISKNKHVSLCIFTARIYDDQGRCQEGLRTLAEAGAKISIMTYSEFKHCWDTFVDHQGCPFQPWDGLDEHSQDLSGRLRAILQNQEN
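Read-out is eYFP fluorescence (Ex 488/Em 500-530) from Vif-expressing HeLa A3G-eYFP cells; more signal means A3G escaped Vif-mediated degradation. Cells plated overnight, compound pinned in, incubated overnight at 37 deg C.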
RXFP1 ag: agonists of human relaxin receptor RXFP1; Q9HBX9; HEK293T-RXFP1 cAMP TR-FRET, 30 min; response scale: percent of porcine relaxin response, buffer zero; Potency, µM (top dose mostly 57.5 µM), inactives show top-dose activation, most hits filed as activators; 370,000 compounds, 0.3% hits; AID 2676; further: potency means the concentration at half of the fitted maximal effect; on the % scale 0 is the no-effect control and ±100 the full control effect; nearly all actives have a fitted effect of over 60% in size; many of its hits are not listed in these tables
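Agonist response is measured as cAMP accumulation in an RXFP1-transfected HEK293T line under PDE4 inhibition. Values are scaled between buffer-only and 29 nM porcine relaxin, and EC50s come from standard Hill equation fits.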
An asterisk follows results filed as active; ? = inconclusive; . = not tested or not shown; & = joins results of further samples. Unless noted, the call rests on the fitted dose curve; in most records, active means well fitted curve in the direction sought with a large enough effect; inconclusive means small, poorly fitted or top-dose-only effect, or another doubt; inactive means no such curve, though single readings can be large; an effect the other way counts as inactive or inconclusive. The list is partial; count on the stated rates, not on these rows.

SMILES | D2 potentiator | RXFP1 antagonist | Vif-APOBEC3F blk | D1 agonist | GRP78 ERSR act | D1 antagonist | D1 potentiator | Vif-APOBEC3G blk | RXFP1 ag
CCOc1ccc(NC(=O)C(=O)NCCc2csc3nc(-c4ccccc4F)nn23)cc1 | -5 | -3 | 3% | -1 | -6% | -3 | 2 | 1% | 3.4%
Cc1ccc(C)c(N=Cc2c(O)c3ccccc3oc2=O)c1 | -3 | 9 | -6% | 2 | 0% | 8 | -2 | 2% | -0.3%
O=C(COC(=O)c1cc(S(=O)(=O)Nc2ccccc2Cl)ccc1O)Nc1nc2ccccc2s1 | -1 | -27 | -8% | 11 | -8% | -6 | -8 | 0% | 0.5%
Cc1ccc(C)c(Nc2cc(C(=O)NC3CCCC3)c3ccccc3n2)c1 | 2 | 6 | -8% | -2 | -4% | -3 | 4 | 2% | ?
CCn1nnc2cc(C(=O)Nc3cc(OC)cc(OC)c3)ccc21 | 8 | -7 | -3% | 2 | 3% | 36 | -11 | 0% | 0.7%
Cc1ccc(OCC(=O)OCC(=O)NC2CCS(=O)(=O)C2)cc1C (centres undefined) | . | -9 | -3% | . | -1% | . | . | 0% | .
Cc1cc(C)n(-c2nc3ccccc3c(=O)n2OCC(C)C)n1 | 8 | -5 | 12% | 1 | -2% | 9 | 2 | 0% | 4.4%
O=C(CCCOc1ccc(Cl)cc1Cl)Nc1cccnc1 | . | -2 | -9% | 3 | -1% | -8 | -6 | -4% | 2.2%
O=[N+]([O-])c1ccc(/C=N\N2CCN(Cc3ccccc3Cl)CC2)cc1 | . | -7 | -13% | . | 1% | . | . | 0% | .
CCCCOc1ccc(C(=O)Nc2ccc(N3CCN(C(C)=O)CC3)cc2)cc1 | 15 | 5 | 0% | 1 | -8% | 32 | 4 | 0% | 0.2%
CCOc1ccccc1/C=N/n1c(C2CCCCC2)n[nH]c1=S | 0 | -20 | 9% | 4 | 2% | 1 | 6 | 1% | 4.4%
COc1ccc(C(=O)NCC(c2ccc(Cl)cc2)N2CCCCC2)cc1 (centres undefined) | -23 | -14 | 5% | 4 | -1% | -16 | 0 | 3% | 0.1%
O=C(O)c1cccnc1SC1CC(=O)N(Cc2ccccc2)C1=O (centres undefined) | -2 | 0 | -8% | 3 | -6% | -7 | -5 | -16% | 0.9%
CCOC(=O)c1cc(S(=O)(=O)N2CCN(Cc3ccccc3)CC2)cn1C | 2 | 2 | 2% | 3 | -6% | 6 | -8 | -1% | 2.6%
Cc1ccc(N(CC(=O)NCCc2ccccc2)C(=O)CCC(=O)Nc2cc(C)ccn2)cc1 | 9 | -5 | -8% | 2 | -2% | 7 | 0 | 0% | 1.7%
COc1ccc(OC)c(C(=O)c2ccccc2)c1 | -12 | 12 | 0% | 1 | -5% | -18 | -7 | -5% | 2.8%
CC(=O)N(OCc1ccc(OC(C)C)c(Cl)c1)C(C)=O | 10 | 8 | 3% | 3 | 0% | -4 | -8 | -1% | 0.1%
Cc1nn(-c2ccc(F)cc2)c(-n2cccc2)c1C(=O)NCCCN1CCN(c2ccccc2F)CC1 | -23 | . | 5% | -2 | -2% | -3 | -4 | 2% | -0.5%
COc1ccc(S(=O)(=O)N2CCN(C(=O)c3cc(-c4ccc(Br)cc4)n[nH]3)CC2)cc1OC | 13&1 | ? | -6%&1% | 2&1 | 1%&-3% | 14&-11 | -3&1 | 2%&5% | 1.3%&-0.4%
COc1ccc(OCc2nc3c4c(-c5ccccc5)c(-c5ccccc5)oc4ncn3n2)cc1 | 16 | -8 | 0% | 0 | -5% | -11 | -2 | 6% | -2.1%
CC(=O)C1(O)CCC2C3CCC4CC(=O)CCC4(C)C3C(=O)CC21C (centres undefined) | . | -12 | -1% | . | -6% | . | . | -2% | .
O=C(CCS(=O)(=O)c1ccc2c(c1)NC(=O)CS2)NCCc1ccccc1 | -7 | 2 | 2% | 2 | 0% | 12 | -5 | 1% | 1.6%
COc1c2n(C)ccc3c-2n(c(=O)c1=O)c1ccccc31 | 11 | -3 | -7% | 3 | -1% | -23 | 7 | -3% | 0.5%
Cc1ccc(NC(=O)COC(=O)CNC(=O)C2CCCCC2)cc1S(=O)(=O)N(C)C | . | 1 | 2% | . | -2% | . | . | -1% | .
CCOc1ccc(NC(=O)CN2CCN(CC(=O)Nc3ccc(OC)cc3)CC2)cc1 | -4&3 | 3&-23 | 9%&-6% | 0&0 | 3%&-2% | -15&0 | -5&3 | -7%&1% | 1.0%&0.2%
O=C(NCCCN1CCN(c2cccc(Cl)c2)CC1)c1cccc(N2CCCC2=O)c1 | -24 | -13 | . | 1 | -6% | -2 | -7 | -1% | 0.6%
CC(=O)Nc1cccc(NC(=O)CN2C(=O)CCSc3ccccc32)c1 | -6 | . | 1% | 0 | 1% | -15 | -2 | -1% | 0.4%
COc1ccc(OC)c(C(=O)c2c(C)oc3cc([N+](=O)[O-])c(O)c([N+](=O)[O-])c23)c1 | 6 | 2 | 4% | 1 | 1% | 4 | -6 | 3% | 8.7%
CCN(CC)C(=O)COc1cc(C)cc2oc(=O)cc(-c3ccccc3)c12 | 16 | -3 | -2% | 4 | -4% | 16 | 1 | -2% | 0.0%
Cc1ccccc1NS(=O)(=O)c1cc(C(=O)Nc2cccc(N(C)S(C)(=O)=O)c2)ccc1C | . | -16 | 0% | 1 | -4% | -3 | -5 | -6% | -3.7%
CCCc1nn2c(=O)cc(COC(=O)c3ccc(NC(=O)COc4ccccc4F)cc3)nc2s1 | 3 | 0 | 0% | 0 | -2% | 3 | 1 | 3% | 0.2%
CCN(CC(=O)Nc1ccc(OC)cc1)C(=O)c1ccc(N2CCCC2=O)cc1 | -2 | 9 | 1% | 4 | -5% | 8 | -2 | 1% | 2.2%
CCc1ccccc1NS(=O)(=O)c1ccc2c(c1)CCCN2C(=O)C1CCC1 | 6 | -11 | 1% | 8 | -3% | -16 | -4 | 2% | 0.3%
CCN(CC)S(=O)(=O)c1ccc(C(=O)NNC(=O)c2csc(N3CCOCC3)n2)cc1 | -6 | -5 | -1% | 3 | -4% | 2 | -1 | 0% | -0.1%
COc1cccc(CN(C)C(=O)CC23CC4CC(CC(C4)C2)C3)c1OC | 4 | ? | 10% | 4 | -3% | -5 | -4 | 3% | 0.1%
CC(C)CC(=O)/C=C/n1c(=S)oc2ccccc21 | 1 | -23 | 4% | 7 | -7% | 1 | -7 | ? | 0.5%
CCOc1ccccc1N(CC(=O)N1CCC(C(N)=O)CC1)S(=O)(=O)c1ccc(SC)cc1 | 7 | -8 | -7% | 2 | -3% | -20 | -4 | 0% | 0.5%
CCC1(CC)CNC(=O)NC1 | . | 9 | 0% | . | -1% | . | . | 1% | .
O=[N+]([O-])c1ccc2oc(/C=C/c3ccc(O)cc3)nc2c1 | . | 0 | 0% | . | 1% | . | . | -5% | .
Cc1sc2ncnc(N3CCCCC3C)c2c1C (centres undefined) | 10 | -5 | -7% | 5 | -3% | -1 | -8 | 1% | 2.1%

Eight of the compounds above, tab-delimited:
SMILES	D2 potentiator	RXFP1 antagonist	Vif-APOBEC3F blk	D1 agonist	GRP78 ERSR act	D1 antagonist	D1 potentiator	Vif-APOBEC3G blk	RXFP1 ag
CCc1ccccc1NS(=O)(=O)c1ccc2c(c1)CCCN2C(=O)C1CCC1	6	-11	1%	8	-3%	-16	-4	2%	0.3%
CCN(CC)S(=O)(=O)c1ccc(C(=O)NNC(=O)c2csc(N3CCOCC3)n2)cc1	-6	-5	-1%	3	-4%	2	-1	0%	-0.1%
COc1cccc(CN(C)C(=O)CC23CC4CC(CC(C4)C2)C3)c1OC	4	?	10%	4	-3%	-5	-4	3%	0.1%
CC(C)CC(=O)/C=C/n1c(=S)oc2ccccc21	1	-23	4%	7	-7%	1	-7	?	0.5%
CCOc1ccccc1N(CC(=O)N1CCC(C(N)=O)CC1)S(=O)(=O)c1ccc(SC)cc1	7	-8	-7%	2	-3%	-20	-4	0%	0.5%
CCC1(CC)CNC(=O)NC1	.	9	0%	.	-1%	.	.	1%	.
O=[N+]([O-])c1ccc2oc(/C=C/c3ccc(O)cc3)nc2c1	.	0	0%	.	1%	.	.	-5%	.
Cc1sc2ncnc(N3CCCCC3C)c2c1C (centres undefined)	10	-5	-7%	5	-3%	-1	-8	1%	2.1%

Next compounds follow.
SMILES | D2 potentiator | RXFP1 antagonist | Vif-APOBEC3F blk | D1 agonist | GRP78 ERSR act | D1 antagonist | D1 potentiator | Vif-APOBEC3G blk | RXFP1 ag
Cc1ccc(CN2CCN(/N=C/c3cccn3C)CC2)c(C)c1 | -5 | -12 | -2% | 6 | 2% | -3 | -9 | 1% | -0.8%
Cc1nnc(NC(=O)CCS(=O)(=O)Cc2ccccc2)s1 | . | 6 | 0% | 3 | -3% | 1 | -6 | 3% | 1.8%
Cc1ccc(/C=N/NC(=O)CSCc2ccc(Cl)cc2)cc1 | -5 | -5 | -26% | 3 | 7% | -14 | -5 | -6% | 1.7%
Cc1ccc(S(=O)(=O)N2CCC(C(=O)OCC(=O)N(C)Cc3ccccc3)CC2)cc1C | 2 | -5 | ? | 5 | 1% | -4 | -2 | -1% | -0.3%
O=C(CN1CCN(c2ccccc2)CC1)Nc1c(C(=O)C2CC2)oc2ccccc12 | 19 | 1 | -4% | 3 | -5% | 7 | -1 | -4% | 1.5%
Cc1cc(C)cc(Oc2ccccc2CO)c1 | -1 | . | . | 0 | . | -2 | -5 | . | 4.0%
Cc1ccc([N+](=O)[O-])cc1/C=N/Nc1nnnn1-c1ccccc1 | -12 | 20 | -4% | 0 | -4% | -59* | -6 | 0% | -0.9%

From PubChem BioAssay
